P. falciparum M17LAP – P. falciparum M17LAP inhibitors, primary screen, biochemical, fluorogenic H-Leu-NHMec substrate, 1536-well (AID 1619) | recombinant M17LAP, H-Leu-NHMec fluorogenic kinetic assay; higher % means a stronger effect | one-dose inhibition, % at 30 µM; IC50 in µM for titrated hits | actives 0.38% (n = 220,000);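 active = compound inhibiting the enzyme by more than half at any dose during confirmatory dose-response retesting; inconclusive = strong single-dose inhibitors picked by rank but not retested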;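 also: plate controls were full reaction with DMSO carrier for no effect and no enzyme background for full effect; strong numbers were not always called active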
West Nile antiviral – inhibition of WNV-induced cytopathic effect – cell-based, CPE readout (AID 1621); West Nile virus-infected cells, CPE inhibition; higher % means a stronger effect; CPE inhibition, % at 10 µM; hits with a dose series show IC50 in µM; actives 0.02% (n = 290,000); in the data active = a potency from the dose series; inconclusive = CPE inhibition mostly from about 3.7% at the one dose, without a potency; inactive = the rest, 99 in 100 with CPE inhibition below about 2.2%; also: strong numbers were not always called active
TNAP activators – human TNAP enzyme activators, primary screen, biochemical, luminescent, no phosphate acceptor, uHTS (AID 1001) | purified TNAP, luminescent activation assay, no phosphate acceptor; higher activation fold means a stronger effect | activation fold at 20 µM, or EC50 in µM where a hit was titrated | actives 0.03% (n = 200,000); in the data active = activation fold from about 3, or a potency from the dose series; inactive = the rest, 99 in 100 with activation fold below about 1.6; also: many of its hits are not listed in these tables
RSV CPE inhibition – inhibition of RSV-induced cytopathic effect – HEp-2 cells, primary 10 µM value included (AID 2391); HEp-2 cells, RSV-induced CPE inhibition; higher % means a stronger effect; CPE inhibition, % at 10 µM, or IC50 in µM where a hit was titrated; actives 0.13% (n = 310,000); in the data active = a potency from the dose series; inconclusive = CPE inhibition mostly from about 23% at the one dose, without a potency; inactive = the rest, 99 in 100 with CPE inhibition below about 21%; also: strong numbers were not always called active
UTI89 phage lysis – inhibition of K1F phage lysis, E. coli UTI89, bacterial capsule biogenesis inhibitors, alamar blue (AID 488966) | E. coli UTI89 K1F phage lysis, alamar blue, 2 h; higher % means a stronger effect | actives 0.02% (n = 340,000) | one-dose inhibition, % at 100 µM; IC50 in µM for titrated hits;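 active = phage lysis inhibition, versus mean bacterial control, above a set limit; inconclusive = no clear call, values can overlap the other calls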;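 also: capsule biogenesis inhibitors block K1F phage lysis so surviving cells raise fluorescence; higher fluorescence means more inhibition of phage lysis; actives were called in the ten point dose series up to 300 µM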
PMI inhibitors – MPI enzyme activity inhibition – biochemical, fluorescence intensity, coupled assay, primary screen (AID 1209); purified PMI enzyme, coupled fluorescence intensity; higher % means a stronger effect; inhibition, % at 20 µM; hits with a dose series show IC50 in µM; actives 0.42% (n = 190,000);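 also: plate controls were DMSO vehicle for no effect and wells lacking substrate for full effect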
human PMI inhibitors – MPI inhibition at elevated mannose 6-phosphate – biochemical, fluorescence intensity, high mannose 6-phosphate, primary screen (AID 1220); one-dose inhibition, % at 20 µM; IC50 in µM for titrated hits; recombinant PMI enzyme, coupled fluorescence intensity; higher % means a stronger effect; actives 0.66% (n = 190,000)
T cell HTS – T cell immune modulators affecting CD8 T cell-vesicle binding. 2C CD8+ T cell-vesicle binding, flow cytometry; hits give low values. calls only at 7 µM. actives 0.068% (n = 330,000);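 active = response, share of CD8 T cells binding vesicles, and their 90th percentile fluorescence all below set limits, cut at about 80% in these data, passing the limit was not always enough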
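Read-out – percent CD8+ FL2 mean versus row control · System – murine 2C transgenic CD8+ T lymphocytes · Times – 1.5 h cell–vesicle binding at 37 °C, then 20 min icy labelling · Control set – naked vesicles low, QL9 vesicles with vehicle high · Detection – cytometric PE anti-B7-1 and Alexa647 anti-CD8 signals after 1% paraformaldehyde fixation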
M1AAP inhibition – P. falciparum M1AAP inhibitors, biochemical, fluorogenic H-Leu-NHMec substrate, 1536-well (AID 1445) | one-dose inhibition, % at 30 µM; IC50 in µM for titrated hits | recombinant M1AAP, H-Leu-NHMec fluorogenic kinetic assay; higher % means a stronger effect | actives 0.42% (n = 220,000);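 active = primary inhibition above the hit cutoff, then over 50% inhibition at one or more dose response concentrations, cut at about 23% in these data, passing the limit was not always enough; inconclusive = conflicting primary data, or primary hits not chosen for dose response; inactive = low primary inhibition, or under 50% at every dose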;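 also: plate controls were DMSO full reaction for no effect and no enzyme background for full effect; strong numbers were not always called active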
T cell HTS vesicle-bound % – recorded beside T cell HTS, whose call it bears; double positive events, %; measured here: CD8+ vesicle-bound cell fraction;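 binding gate set so that unloaded-vesicle control wells show 10% double positive cells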
* marks the source's active call; other numbers are inactive results; i = inactive; ? = inconclusive; · = no result given; [ ] = dose if it differs, or a comment. Rule as the data show it, unless noted: active = inhibition above about 50%; inactive = the rest.

SMILES | P. falciparum M17LAP | West Nile antiviral | TNAP activators | RSV CPE inhibition | UTI89 phage lysis | PMI inhibitors | human PMI inhibitors | T cell HTS | T cell HTS vesicle-bound % | M1AAP inhibition
Cn1c(=O)[nH]c(=O)c2c1nc(SCC(O)CCl)n2Cc1ccccc1 (stereo not drawn) | · | -0.1% | · | 2.3% | 0.5% | · | · | i | 11 | ·
COc1cc(C(C)=O)ccc1Oc1ncnc2c1cnn2-c1cccc(Cl)c1 | -20% | 0.2% | 1 | 2.6% | -0.1% | -10% | -4% | i | 3 | -2%
Cc1nc2ccc(S(=O)(=O)NCC(=O)N3CCCCC3)cc2s1 | 9% | -0.2% | 1.1 | 1.1% | 2.0% | 4% | 2% | i | 58 | 8%
COc1ccc(OC)c(NC(=O)Cn2c(C)nc3ccccc3c2=O)c1 | 7% | -1.2% | 1.1 | -0.6% | -0.6% | -1% | 0% | i | 73 | 4%
CCOC(=O)C1=C(C)NC(C)=C(C(=O)OCC)C1C(=O)OCC(=O)N1CCc2ccccc21 | 0% | -0.2% | 1.1 | 0.9% | 2.9% | -11% | -7% | i | 35 | 12%
Cn1c(CCN2CCOCC2)nc2cc(NC(=O)COc3ccc(Cl)cc3)ccc21 | 8% | 0.7% | 1.2 | 8.4% | 0.9% | -1% | -2% | i | 24 | -6%
CC[C@H](C)[C@H](NC(N)=O)C(=O)Nc1ccc(NC(C)=O)cc1 | 11% | 0.9% | · | 1.1% | -0.1% | · | · | i | 29 | 0%
CCCc1cc(=O)[nH]c(/N=C(/NC(=O)C(C)N2C(=O)c3ccccc3C2=O)Nc2ccccc2)n1 (stereo not drawn) | -4% | 0.0% | 1.1 | 1.4% | 0.3% | 18% | 7% | i | 19 | -3%
COc1ccc(NC(=O)C(=O)N2N=C3CCCCC3C2(O)C(F)(F)F)cc1 (stereo not drawn) | · | 0.6% | 1.1 | 1.5% | 0.9% | -12% | -12% | i | 9 | ·
CSc1nc2c(c(=O)[nH]1)C(c1ccc(F)cc1)CC(=O)N2 (stereo not drawn) | 6% | 2.1% | 1.1 | -1.0% | 10% | -10% | -10% | i | 54 | 4%
O=C(NCc1nnc(SCC(=O)N2CCCC2)o1)c1ccco1 | 4% | 1.6% | 1 | 0.9% | 0.1% | -14% | -3% | i | 59 | -1%
Cc1c2cnn(CC(=O)Nc3c(F)c(F)cc(F)c3F)c(=O)c2c(C)n1Cc1ccccc1F | 2% | -0.9% | 1.1 | 1.3% | 2.0% | 24% | 28% | i | 51 | 13%
Cc1cc(=O)oc2c(C)c(OC3CCCCC3=O)ccc12 (stereo not drawn) | · | -1.0% | · | 3.2% | 0.0% | · | · | i | 53 | ·
CCOc1ccc(/C=C2\CCCc3c2nc2ccccc2c3C(=O)O)cc1OC | · | 0.1% | · | 1.2% | -0.2% | · | · | i | 25 | ·
Cc1nnc(SCCC#N)n(CCC#N)c1=O | -1% | 0.8% | 1.1 | 0.1% | 0.4% | 8% | 4% | i | 56 | -1%
CC(=O)N1CCc2ccc(S(=O)(=O)N3CC(C)OC(C)C3)cc21 (stereo not drawn) | 9% | -0.8% | 1.1 | 0.4% | 1.2% | -1% | -7% | i | 57 | 4%
Cc1cc(=O)cc(C)n1-c1ccccc1Br | · | -0.2% | · | 0.4% | 0.3% | · | · | i | 64 | ·
Cc1nc2c(nnn2Cc2c(Cl)cccc2Cl)c(=O)[nH]1 | · | -0.5% | · | 3.4% | 1.0% | · | · | i | 11 | ·
O=C(NCc1ccco1)/C(=C/c1cccnc1)NC(=O)c1cccc(Br)c1 | 6% | -0.3% | 1.1 | 1.9% | 0.6% | 5% | 10% | i | 41 | 3%
CCCCC(CCCCl)C(=O)Nc1ccccc1 (stereo not drawn) | -2% | -0.3% | 1.1 | 0.3% | -0.1% | 4% | 2% | i | 49 | -3%
Cc1cc(C(=O)NCC2COc3ccccc3O2)c2ccccc2n1 (stereo not drawn) | 5% | -1.5% | 1 | 16% | 0.1% | -3% | -2% | i | 44 | 6%
CN(Cc1nc(-c2cccnc2)no1)S(=O)(=O)c1ccccc1 | 1% | -0.1% | 1.1 | 1.4% | 0.9% | 1% | 1% | i | 1 | -5%
COCCCN1CC(=O)N2C(c3cccc(OC)c3OC)c3[nH]c4ccccc4c3C[C@H]2C1=O (stereo partly drawn) | · | -0.7% | · | 3.4% | -0.1% | · | · | i | 54 | ·
COc1ccc(N=Nc2nc(-c3ccccc3)c(-c3ccccc3)[nH]2)cc1 | 0% | 0.2% | 0.9 | ? | 4.6%[50 µM] | 12% | 5% | i | 48 | 3%
CCOC(=O)c1[nH]c2ccc(OC)cc2c1NC(=O)CCN1CCC(C)CC1 | -32% | 0.2% | 1 | 0.1% | · | 11% | 6% | i | 45 | 22%
Other compounds follow:
SMILES | P. falciparum M17LAP | West Nile antiviral | TNAP activators | RSV CPE inhibition | UTI89 phage lysis | PMI inhibitors | human PMI inhibitors | T cell HTS | T cell HTS vesicle-bound % | M1AAP inhibition
COc1cccc(C(=O)Oc2cc(C)[nH]c(=O)c2[N+](=O)[O-])c1OC | -2% | · | 1.1 | 1.9% | -2.1% | 0% | -5% | i | 51 | 3%
CC12CCC(C(=O)O)(c3nc(C#N)c(C#N)nc31)C2(C)C (stereo not drawn) | 6% | 0.3% | 1 | 0.3% | 0.9% | -3% | -18% | i | 45 | 2%
COc1ccc(-c2cc(C(=O)Nc3cccc(O)c3)no2)cc1 | · | -1.0% | · | 1.8% | 0.1% | · | · | i | 9 | ·
Cc1ccc2c(CC(=O)Nc3nc(C)cs3)coc2c1 | 1% | 0.3% | 1.1 | 4.1% | -1.1% | 7% | 11% | i | 18 | -4%
Cc1cc(C)cc(Oc2coc3cc(OC(=O)c4cccs4)ccc3c2=O)c1 | 12% | 0.6% | 1.1 | 3.6% | 0.3% | -5% | -11% | i | 15 | 2%
Cc1cccc(-c2noc(CN(C(=O)CCc3ccccc3)C(C)C)n2)c1 | 8% | -0.9% | 1.1 | 8.2% | 2.9% | 19% | 10% | i | 26 | 0%
CN(C)c1ccc(/C=N/NC(=O)c2ccc(CN3CCOCC3)cc2)cc1Br | 22% | -0.8% | 1.1 | 1.1% | · | 6% | 4% | i | 42 | 11%
COc1ccc(CCNC(=S)Nc2cc(C)cc(C)c2)cc1 | -1% | 0.3% | 1.2 | 1.3% | 0.2% | -1% | 2% | i | 8 | 2%
O=C(N/N=C/c1cccc(F)c1)c1csc2c1CCCC2 | 0% | -0.2% | 1 | 1.4% | 1.0% | -9% | -8% | i | 23 | 0%
CCCS(=O)(=O)NCc1ccc2c(c1)cc(C)n2C | 2% | 1.6% | 1.1 | 3.0% | 1.7% | 0% | 1% | i | 51 | 8%
N=c1c(S(=O)(=O)c2ccc(Br)cc2)cc2c(=O)n3ccccc3nc2n1C1CCCC1 | · | 0.0% | · | 9.0% | 0.1% | · | · | i | 54 | ·
O=C(NCCc1cn2ccsc2n1)c1cccs1 | -4% | 0.1% | 1.1 | 1.2% | -0.2% | 4% | -1% | i | 31 | -1%
CCC(C)c1ccccc1OCCCNC1CCCC1 (stereo not drawn) | · | -2.1% | · | -0.7% | -0.2% | · | · | i | 18 | ·
CCOC(=O)C1CCC/C1=N\NC(=O)CN(c1cc(OC)ccc1OC)S(=O)(=O)c1ccccc1 (stereo not drawn) | · | -0.8% | · | 2.2% | -1.1% | · | · | i | 16 | ·
C[C@H](NC(=O)OCc1ccccc1)C(=O)NNC(=O)[C@H](C)NC(=O)OCc1ccccc1 | 0% | 0.4% | · | 0.9% | 1.9% | · | · | i | 30 | 6%
C=CCOc1ccc(/C=C/C(=O)OCC(=O)NC2CCCCCCC2)cc1 | · | -0.3% | · | 1.7% | 0.1% | · | · | i | 12 | ·
Cc1ccc(Cn2c(=O)c3c(nc4n3CCCN4Cc3ccccc3)n(C)c2=O)cc1 | 3% | -0.2% | 1.1 | 1.8% | 0.4% | 15% | 13% | i | 18 | 6%
O=C(NCc1cccnc1)c1ccc(=O)oc1 | -138% | 0.0% | 1.1 | 2.2% | 0.5% | 4% | 1% | i | 26 | 11%
CCC(=O)Nc1cccc(NC(=O)CSc2nc3c(c(=O)n(C)c(=O)n3C)n2C)c1 | · | 0.6% | · | 2.5% | 1.1% | · | · | i | 38 | ·
Cc1ccc(S(=O)(=O)N2CCOC2CNC(=O)C(=O)NCCN2CCOCC2)cc1 (stereo not drawn) | · | 0.1% | · | 0.8% | 0.1% | · | · | i | 6 | ·
COc1ccc(C(=O)NCC(=O)N/N=C(C)\C=C\c2ccccc2)cc1OC | 0% | -0.8% | 2 | 0.0% | 0.0% | -5% | -6% | i | 14 | 6%
O=C(COc1ccc2c(-c3ccccc3)cc(=O)oc2c1)NCCCN1CCOCC1 | · | 0.1% | · | -1.3% | 0.1% | · | · | i | 35 | ·
O=C1NC(=O)C(c2cn(-c3ccccc3)nc2-c2ccc(F)cc2)N1 (stereo not drawn) | 3% | -0.1% | 1.1 | 1.3% | 5.9% | 11% | 8% | i | 22 | 3%
COc1ccc(Cc2n[nH]c(=S)n2C)cc1Br | 22% | 0.9% | 1 | 2.0% | -2.4% | 4% | 1% | i | 20 | 5%
Cc1cc(=O)nc2c3ccccc3n(CC(=O)NCCCN3CCCCC3C)n12 (stereo not drawn) | · | 0.4% | · | -1.5% | 6.1% | · | · | i | 21 | ·
CCOc1ccc2oc(-c3ccccc3)c(C(=O)N3CCN(CCO)CC3)c2c1 | -2% | 0.8% | 1.1 | · | 0.4% | 3% | -2% | · | · | 12%
Cc1ccccc1C(=O)N1CCN(c2ccc(NC(=O)CSc3ccc(Cl)cc3)cc2)CC1 | -5% | -0.1% | 1.2 | 21% | 0.4% | 7% | 0% | i | 27 | -3%
CO/N=C(\CS(=O)(=O)Cc1ccc(OC)cc1)c1ccc(Cl)cc1 | -13% | -0.6% | 1.1 | 0.4% | 0.7% | -3% | 0% | i | 13 | 2%

Grouped by structure: the entries above with a cyano group
SMILES | P. falciparum M17LAP | West Nile antiviral | TNAP activators | RSV CPE inhibition | UTI89 phage lysis | PMI inhibitors | human PMI inhibitors | T cell HTS | T cell HTS vesicle-bound % | M1AAP inhibition
Cc1nnc(SCCC#N)n(CCC#N)c1=O | -1% | 0.8% | 1.1 | 0.1% | 0.4% | 8% | 4% | i | 56 | -1%
CC12CCC(C(=O)O)(c3nc(C#N)c(C#N)nc31)C2(C)C (stereo not drawn) | 6% | 0.3% | 1 | 0.3% | 0.9% | -3% | -18% | i | 45 | 2%
